High-throughput results as filed in PubChem BioAssay.
AHR act: human AHR activation; 2.5% of 320,000 active; AID 2796; activation, % at 5 µM; AHR-responsive luciferase reporter cells, luminescence; in the data active means activation above about 47%;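 further: 0% = vehicle wells and 100% = reference agonist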
PP5 inh: PP5 (human) phosphatase inhibition | inhibition, % at 6.7 µM | purified PP5c, OMFP substrate fluorescence | P53041 | 0.18% of 320,000 active | AID 1987;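 active means inhibition above the campaign's mean inhibition across all tested compounds plus 3 SD, cut at about 9.5% in these data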;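 further: 0% = DMSO only and 100% = 100 µM cantharidin control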
PP1 counter: PP1-alpha (human) inhibition in PP5 counter-screen; purified PP1alpha, OMFP fluorescence; P62136; AID 2235; 0.9% of 320,000 active; inhibition, % at 6.7 µM;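 active means inhibition above the mean inhibition of all tested compounds plus 3 SD, computed separately for each screening campaign, cut at about 15% in these data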
Target sequence (P62136 whole entry, looked up): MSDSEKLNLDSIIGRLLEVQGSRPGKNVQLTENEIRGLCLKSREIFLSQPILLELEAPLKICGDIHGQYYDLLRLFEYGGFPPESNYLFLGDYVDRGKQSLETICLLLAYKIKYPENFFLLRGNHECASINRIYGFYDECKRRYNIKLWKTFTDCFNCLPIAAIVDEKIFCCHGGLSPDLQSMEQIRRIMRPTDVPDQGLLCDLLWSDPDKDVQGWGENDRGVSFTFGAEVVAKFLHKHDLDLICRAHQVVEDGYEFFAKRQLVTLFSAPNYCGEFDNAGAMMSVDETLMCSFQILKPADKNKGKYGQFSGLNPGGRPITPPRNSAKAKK
PAFAH2 FP inh: PAFAH2 (human) inhibition; Q99487; recombinant PAFAH2, FP-rhodamine activity probe, fluorescence polarization; inhibition, % at 3.39 µM; 0.99% of 340,000 active;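 active means inhibition above the mean over all tested compounds plus 3 SD, cut at about 30% in these data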;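 further: inhibitors block probe labeling of enzyme so polarization drops; 0% = enzyme with DMSO and 100% = wells lacking PAFAH2 protein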
Fh CTSL1 inh: counter-screen for PFM18AAP inhibitors: inhibitors of F. hepatica cathepsin L1; recombinant F. hepatica cathepsin L1, Z-Leu-Arg-MCA fluorescence; inhibition, % at 5.96 µM; 0.49% of 300,000 active;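 active means inhibition above the mean of all tested compounds plus 3 SD, set per screening campaign, cut at about 17% in these data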;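 further: 0% = plate median of test compound wells and 100% = 1 µM Z-Phe-Ala-diazomethylketone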
proCasp7 act: counter-screen: procaspase-7 (human) activation; P55210; recombinant procaspase-7, Ac-DEVD-pNA absorbance 405 nm; D23A/D198A/D206A triple mutant, cannot self-cleave; scale: DMSO 0, 5 µM enzyme 100; activation, % at 8.5 µM; 0.093% of 330,000 active;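 active means percent activation above the screen-wide mean plus 3 SD, cut at about 25% in these data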
Target sequence (P55210 whole entry D23A/D198A/D206A): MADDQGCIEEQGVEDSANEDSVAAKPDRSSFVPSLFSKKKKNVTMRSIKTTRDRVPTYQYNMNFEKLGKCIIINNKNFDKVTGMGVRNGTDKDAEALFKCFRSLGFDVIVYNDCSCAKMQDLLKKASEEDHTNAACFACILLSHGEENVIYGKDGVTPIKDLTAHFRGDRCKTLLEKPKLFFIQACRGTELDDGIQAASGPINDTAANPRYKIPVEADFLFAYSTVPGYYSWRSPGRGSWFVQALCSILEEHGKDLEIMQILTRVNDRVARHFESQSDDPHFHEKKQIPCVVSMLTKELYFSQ
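Assay system: Uncleavable procaspase-7 mutant enzyme | Input: 2 µM procaspase-7 mutant as dispensed | Timing: 1 h compound preincubation, 2 h substrate cleavage, 25 °C | Repeats: One well per compound | Control set: DMSO wells as 0%, DMSO with 5 µM added PC-7 as 100% | Technique: Epi-absorbance of released pNA at 405 nm, two timepoints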
procasp3 activ: activators of human procaspase-3. recombinant procaspase-3 D3A, Ac-DEVD-pNA absorbance 405 nm. AID 463141. P42574. 0.11% of 330,000 active. activation, % at 8.5 µM;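 active means activation above the mean of all tested compounds plus 3 SD, cut at about 21% in these data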;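 further: 0% = DMSO alone and 100% = DMSO wells spiked with extra 5 µM PC-3 D3A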
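Assay system: Procaspase-3 D3A mutant, all three cleavage aspartates alanine. Buffer or medium: Zinc-free HEPES saline buffer with Triton X-100. Times: 1 h compound preincubation, 2 h substrate hydrolysis at 25 °C. Measured by: 405 nm absorbance of p-nitroaniline, reads at 0 and 120 min. Read-out basis: percent activation relative to control range. Replicates: singlicate.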
TPT1 inhibitor: blocks Candida albicans tRNA 2'-phosphotransferase. recombinant caTPT1, FP RNA substrate dephosphorylation. 0.81% of 300,000 active. inhibition, % at 5 µM. AID 1962;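 active means inhibition above the mean of all tested compounds plus 3 SD, set per screening campaign, cut at about 24% in these data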;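 further: plate controls were DMSO alone for no effect and ferristatin control at 100 nM for full effect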
HCV core dimer: blocks dimerization of HCV core protein; TR-FRET GST/Flag-core106 dimerization, 1536-well; inhibition, % at 5 µM; 0.33% of 300,000 active; AID 1899;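 active means inhibition above the mean of all tested compounds plus 3 SD, set per screening campaign, cut at about 45% in these data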
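Material: Tagged HCV core106 pair (GST and Flag) | Amount: GST-core106 13.5 nM, Flag-core106 17 nM | Medium: KF-containing HEPES buffer, pH 7.45, DTT, CHAPS, BSA | Reagent: Eu donor and XL665 acceptor anti-tag antibodies | Schedule: 4 h at 22.5 °C | Technique: Time-resolved FRET, ex 340 nm, em 617 and 671 nm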
The depositor's hits bear a star; nt = not tested or not shown.

nr	Structure	AHR act	PP5 inh	PP1 counter	PAFAH2 FP inh	Fh CTSL1 inh
1	O=C1C2CCN(CC2)C12CC2c1ccc(C(F)(F)F)cc1 (stereo not given)	0	1.9	-3	-5	2
2	COC(=O)C1=C(c2ccc(F)cc2OCc2ccccc2)C[C@@H]2CC[C@H]1N2C(=O)NCc1ccccc1	0	3.0	12	3	nt
3	N=C1c2ccccc2CN1NC(=O)c1ccc(Br)o1	9	3.0	-3	5	-1
4	CSc1ccccc1C(=O)C1CCCN(Cc2ccccn2)C1 (stereo not given)	2	0.2	-1	-1	3
5	O=C1NC(=O)N(Cc2ccccc2)C(=O)/C1=C/N1CCCc2ccccc21	3	3.5	2	5	0
6	CC1CCN(CC(=O)c2ccc3c(c2)OCCO3)CC1	14	-3.0	-7	4	6
7	COC(=O)C1=C(c2ccc(OC)c(OC)c2)C[C@@H]2CC[C@H]1N2C(=O)NCCOc1ccc(OC)cc1	-1	-1.4	-2	-3	nt
8	CN(C)C1(c2nnnn2-c2ccc(Cl)cc2)CCCCC1	-2	0.5	0	6	-3
9	CN1CCN(c2nc(N)cc(=O)[nH]2)CC1	-1	1.4	5	-2	1
10	COc1ccccc1Oc1c(C)oc2cc(OC(=O)N(C)C)ccc2c1=O	-1	1.9	-2	-4	-2
11	CC(C)OC(=O)c1c(N)n(CC2CCCO2)c2nc3ccccc3nc12 (stereo not given)	4	1.1	4	-3	5
12	O=c1[nH]c(=O)n(-c2cccc(Cl)c2)c(O)c1C=NCCN1CCCCC1	-2	-0.9	-7	-8	0
13	Cn1c(O)c(C=NCCN2CCN(C(=O)c3ccccc3)CC2)c(=O)n(C)c1=O	1	-0.7	6	-7	0
14	O=C(CN1C(=O)COc2ccccc21)N1CCC2(CC1)OCCO2	2	-0.6	-2	1	-4
15	CCOP(=O)(C(NC(=O)c1ccccc1Cl)=C(Cl)Cl)c1ccccc1 (stereo not given)	-3	-0.9	-6	5	-1

nr	proCasp7 act	procasp3 activ	TPT1 inhibitor	HCV core dimer
1	0	-3	-1	1
2	-2	3	nt	nt
3	-5	5	0	-3
4	2	3	-2	2
5	-9	-6	18	-2
6	-2	-3	1	2
7	11	4	nt	nt
8	2	2	-3	5
9	2	-1	-1	-9
10	0	4	-3	4
11	-5	-7	-1	-4
12	6	-1	-6	-4
13	1	-6	1	1
14	0	-1	-2	-10
15	-1	8	-3	-1

Additional compounds.
nr	Structure	AHR act	PP5 inh	PP1 counter	PAFAH2 FP inh	Fh CTSL1 inh
16	NP(=O)(OCCCc1ccccc1)c1ccccc1 (stereo not given)	-1	-0.7	-2	11	-4
17	COC(=O)C1=C(c2cccc(OC)c2OC)C[C@@H]2CC[C@H]1N2C(=O)NC1CC1	-1	1.5	0	4	0
18	O=c1[nH]c(=S)n(C2CC2)c(O)c1C=Nc1cccc(C(F)(F)F)c1	2	1.7	-2	-29	0
19	O=C(Nc1ccccc1)c1c(O)c2c(n(Cc3ccco3)c1=O)CCCC2	5	0.9	-3	11	-1
20	CN(C)CCSC1c2ccccc2CSc2ccccc21 (stereo not given)	-1	-1.6	-4	nt	4
21	O=c1c2ccccc2nc(-c2ccoc2)n1-c1ccccc1	4	-1.4	-2	6	12
22	CCOc1cc(CN2CCN(C(=O)Cc3ccccc3)CC2)ccc1OC	0	1.1	-2	1	0
23	c1ccc(CC(NCc2ccco2)c2ccccc2)cc1 (stereo not given)	0	-4.6	-8	-1	6
24	CC(C)C(C)(NC(=O)c1cccn(Cc2ccc3c(c2)OC(F)(F)O3)c1=O)C(N)=O (stereo not given)	2	1.9	-6	0	-2
25	O=C1c2cccc3cccc(c23)C(=O)N1/N=C/c1c(O)n(-c2ccccc2)c(=O)[nH]c1=O	13	2.9	3	3	5
26	COc1ccc2[nH]cc(C3=CCNCC3)c2c1	15	1.1	-1	nt	0

nr	proCasp7 act	procasp3 activ	TPT1 inhibitor	HCV core dimer
16	-8	5	1	8
17	8	12	0	6
18	-16	-14	4	-2
19	2	2	0	5
20	1	0	-2	1
21	8	-4	0	-2
22	-6	13	-4	-3
23	-8	-1	-7	0
24	-3	-5	-4	9
25	-7	-11	-1	-4
26	-13	-3	52*	-20

A second format for part of the listing above.
| # | SMILES | AHR act | PP5 inh | PP1 counter | PAFAH2 FP inh | Fh CTSL1 inh | proCasp7 act | procasp3 activ | TPT1 inhibitor | HCV core dimer |
| --- | --- | --- | --- | --- | --- | --- | --- | --- | --- | --- |
| 2 | COC(=O)C1=C(c2ccc(F)cc2OCc2ccccc2)C[C@@H]2CC[C@H]1N2C(=O)NCc1ccccc1 | 0 | 3.0 | 12 | 3 | nt | -2 | 3 | nt | nt |
| 20 | CN(C)CCSC1c2ccccc2CSc2ccccc21 (stereo not given) | -1 | -1.6 | -4 | nt | 4 | 1 | 0 | -2 | 1 |

As a short view, part of the list above:
nr	Structure	AHR act	PP5 inh	PP1 counter	PAFAH2 FP inh	Fh CTSL1 inh
1	O=C1C2CCN(CC2)C12CC2c1ccc(C(F)(F)F)cc1 (stereo not given)	0	1.9	-3	-5	2
2	COC(=O)C1=C(c2ccc(F)cc2OCc2ccccc2)C[C@@H]2CC[C@H]1N2C(=O)NCc1ccccc1	0	3.0	12	3	nt
3	N=C1c2ccccc2CN1NC(=O)c1ccc(Br)o1	9	3.0	-3	5	-1
4	CSc1ccccc1C(=O)C1CCCN(Cc2ccccn2)C1 (stereo not given)	2	0.2	-1	-1	3
5	O=C1NC(=O)N(Cc2ccccc2)C(=O)/C1=C/N1CCCc2ccccc21	3	3.5	2	5	0
6	CC1CCN(CC(=O)c2ccc3c(c2)OCCO3)CC1	14	-3.0	-7	4	6
7	COC(=O)C1=C(c2ccc(OC)c(OC)c2)C[C@@H]2CC[C@H]1N2C(=O)NCCOc1ccc(OC)cc1	-1	-1.4	-2	-3	nt
8	CN(C)C1(c2nnnn2-c2ccc(Cl)cc2)CCCCC1	-2	0.5	0	6	-3
9	CN1CCN(c2nc(N)cc(=O)[nH]2)CC1	-1	1.4	5	-2	1
10	COc1ccccc1Oc1c(C)oc2cc(OC(=O)N(C)C)ccc2c1=O	-1	1.9	-2	-4	-2
11	CC(C)OC(=O)c1c(N)n(CC2CCCO2)c2nc3ccccc3nc12 (stereo not given)	4	1.1	4	-3	5
12	O=c1[nH]c(=O)n(-c2cccc(Cl)c2)c(O)c1C=NCCN1CCCCC1	-2	-0.9	-7	-8	0
13	Cn1c(O)c(C=NCCN2CCN(C(=O)c3ccccc3)CC2)c(=O)n(C)c1=O	1	-0.7	6	-7	0

nr	proCasp7 act	procasp3 activ	TPT1 inhibitor	HCV core dimer
1	0	-3	-1	1
2	-2	3	nt	nt
3	-5	5	0	-3
4	2	3	-2	2
5	-9	-6	18	-2
6	-2	-3	1	2
7	11	4	nt	nt
8	2	2	-3	5
9	2	-1	-1	-9
10	0	4	-3	4
11	-5	-7	-1	-4
12	6	-1	-6	-4
13	1	-6	1	1

An excerpt; rates above refer to the full screens.
